TRPC6 inhibitor: inhibitors of mouse TRPC6 channel | Q61143 | HEK293-TRPC6, membrane potential dye, ACh-evoked depolarization; hits give low values | B-score at 10 µM | 1.1% of 310,000 active;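 active = B-score under library mean minus 3 SD, initial fluorescence not abnormally high, positive integrated signal ratio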;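 note: B-score derived from integrated fluorescence ratio over the kinetic read; more negative B-score means stronger inhibition of depolarization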
Target sequence (Q61143 whole entry, looked up): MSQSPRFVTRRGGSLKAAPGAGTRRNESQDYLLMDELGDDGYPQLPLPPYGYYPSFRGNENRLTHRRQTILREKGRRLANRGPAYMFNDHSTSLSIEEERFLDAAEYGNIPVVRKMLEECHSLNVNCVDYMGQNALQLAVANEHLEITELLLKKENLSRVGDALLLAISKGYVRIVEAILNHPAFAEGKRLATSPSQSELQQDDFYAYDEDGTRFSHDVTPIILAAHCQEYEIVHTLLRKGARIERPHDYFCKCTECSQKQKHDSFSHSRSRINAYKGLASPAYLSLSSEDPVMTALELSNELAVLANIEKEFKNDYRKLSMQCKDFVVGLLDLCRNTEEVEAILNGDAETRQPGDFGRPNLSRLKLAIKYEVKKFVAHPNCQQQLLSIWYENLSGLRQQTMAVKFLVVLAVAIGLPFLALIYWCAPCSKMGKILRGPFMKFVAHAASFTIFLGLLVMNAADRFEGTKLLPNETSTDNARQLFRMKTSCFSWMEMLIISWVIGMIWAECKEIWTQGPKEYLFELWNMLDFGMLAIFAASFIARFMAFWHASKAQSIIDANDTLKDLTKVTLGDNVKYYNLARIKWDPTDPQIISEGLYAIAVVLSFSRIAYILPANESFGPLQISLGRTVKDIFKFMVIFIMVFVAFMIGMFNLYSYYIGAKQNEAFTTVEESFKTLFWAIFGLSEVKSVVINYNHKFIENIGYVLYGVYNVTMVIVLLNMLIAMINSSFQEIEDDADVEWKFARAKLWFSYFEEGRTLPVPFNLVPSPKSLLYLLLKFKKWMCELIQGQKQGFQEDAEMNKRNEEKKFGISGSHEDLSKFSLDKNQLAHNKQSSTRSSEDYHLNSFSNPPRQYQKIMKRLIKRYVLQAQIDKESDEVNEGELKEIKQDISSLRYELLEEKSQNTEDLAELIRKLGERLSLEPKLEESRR
SKKanGAS inh: inhibitors of SKKanGAS S. pyogenes growth in kanamycin (SK-promoter or general growth effect). 1.3% of 300,000 active. inhibition, % at 7.5 µM. AID 1662. BacTiter-Glo, 6 h;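 active = mean replicate score, as percent of positive control median, at least 50; inconclusive = mean below 50 but one replicate at or above 50; inactive = mean and every replicate below 50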;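 note: strain carries kanamycin resistance gene driven by streptokinase promoter and grows in 40 µg/ml kanamycin; loss of luminescence reflects streptokinase promoter inhibition or plain growth inhibition; 0% = median of DMSO wells and 100% = positive control at its reference dose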
MrgX1 antagonist: antagonists of human MrgX1 receptor | Q96LB2 | B-score at 10 µM | MRGX1-HEK293 calcium flux, Fluo-4, BAM8-22 antagonism; hits give low values | 1.3% of 310,000 active;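 active = calcium-response B-score plate-corrected more than 3 library SD below zero, starting fluorescence within 5 deviations, no agonist response on first addition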;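 note: peak minus trough fluorescence over baseline after final BAM8-22 challenge near maximal dose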
HIF act: HIF pathway transcriptional activation. 0.32% of 300,000 active. activation, % at 7.5 µM (by protocol). U2OS HRE-luciferase reporter, luminescence; normalized: DMSO 0%, desferrioxamine 100%;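 active = mean activation of at least 10% of the iron chelator positive control signal, with at least half of replicates also reaching 10%; inconclusive = mean and replicate majority disagree about reaching 10%; inactive = mean and most replicates under 10%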
RGS4 act: RGS4 potentiation or activation; B-score at 10 µM; 0.92% of 310,000 active; HEK293 M3R/inducible RGS4, carbachol calcium flux Fluo4; hits give low values; AID 463111;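 active = B-score of the integrated calcium signal more than 4 SD below the library mean, with starting fluorescence not abnormally high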;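 note: negative B-score means reduced calcium response which marks RGS4 activation or potentiation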
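Also added: carbachol at ECmax as muscarinic agonist stimulus; Assay system: HEK293 cells with stable M3R and inducible RGS4; Timing: overnight RGS4 induction, 30 min dye load 37 °C, 20 min compound RT; Measured by: Fluo4-AM (2 µM) calcium-flux fluorescence, kinetic read.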
TRPC6 activator: activators of mouse TRPC6 channel; Q61143; HEK293-TRPC6 membrane potential dye fluorescence; hits give high values; B-score at 10 µM; 0.13% of 310,000 active;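 active = B-score of the integrated fluorescence ratio above library mean plus 3 SD, and starting fluorescence ratio within library mean plus 5 SD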;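 note: higher score means more depolarization so channel activation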
RGS4 block: human RGS4 inhibition; P49798; HEK293 M3R/RGS4 inducible, Fluo-4 calcium flux; hits give high values; triggered by carbachol at its EC20; B-score at 10 µM; 0.45% of 310,000 active;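 active = B-score, a plate-corrected calcium signal, over three deviations above library mean, with baseline fluorescence within five deviations of library mean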;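 note: RGS4 expression induced by doxycycline in cells with stable M3 receptor; B-score is computed from the integrated fluorescence ratio over baseline after carbachol; higher B-score means a larger calcium signal and so more RGS4 inhibition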
TRPC4 inh: inhibitors of mouse TRPC4 channel. Q9QUQ5. HEK293 TRPC4beta/mu-opioid, DAMGO-evoked Fluo4 calcium flux; hits give low values. B-score at 10 µM. 0.39% of 300,000 active. AID 2247;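 active = B-score over 3 SD under the library average, no early fluorescence shift, positive overall ratio signal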
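Assay system: HEK293 cells with stable TRPC4beta plus mu-opioid receptor expression; Probe or stimulus: DAMGO in two steps, submaximal then maximal; Dosing: single-point compound dosing; Measured by: Fluo4 calcium-dye fluorescence, kinetic read; Read-out basis: B score from integrated Fluo4 fluorescence ratio.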
MrgX1 agonist: activates human MrgX1 receptor signaling. 0.44% of 310,000 active. Q96LB2. B-score at 10 µM. AID 588627. MrgX1-HEK293 cells, Fluo-4 calcium fluorescence, agonist mode; hits give high values;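 active = calcium response B-score plate-corrected fluorescence ratio at least 3 library SD, with starting fluorescence B-score inside 5 SD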
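Assay system: MrgX1-expressing HEK293 cells / Amount: fifteen thousand cells per well / Doses: test compound in the initial addition of three / Timing: cells plated overnight, dye loaded 0.5 h 37 °C, 0.5 h room temperature / Technique: kinetic calcium dye fluorescence, Fluo-4 NW / Control set: positive and negative controls per plate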
Platelet DG rel: platelet dense granule release activity | human platelet-rich plasma, SFLLRN dense granule ATP release, luminescence | AID 1663 | inhibition, %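 (compounds screened at 7.5 µM in platelet-rich plasma)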 | 0.22% of 300,000 active;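 active = mean replicate score, as percent of positive control, at or above 50; inconclusive = mean below 50 but at least one replicate at or above 50; inactive = mean and every replicate below 50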
MrgX1 allo act: allosterically activates human MrgX1 receptor signaling; MrgX1-HEK293, Fluo-4 calcium flux, FDSS; hits give high values; Q96LB2; AID 588675; 0.63% of 310,000 active; B-score at 10 µM;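 active = plate-corrected calcium response at least 3 library SD above typical, normal starting fluorescence, not activating the receptor alone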;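 note: compound read alongside a low EC10 to EC30 dose of BAM8-22 agonist; peak minus trough fluorescence over baseline measured at the second addition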
Active calls of the source: *; i = inactive; ? = inconclusive; / = not tested or not shown.

SMILES | TRPC6 inhibitor | SKKanGAS inh | MrgX1 antagonist | HIF act | RGS4 act | TRPC6 activator | RGS4 block | TRPC4 inh | MrgX1 agonist | Platelet DG rel | MrgX1 allo act
COc1ccc(-c2noc(-c3ccccc3-c3ccccc3)n2)cc1OC | i | 26 | i | -1.6 | i | i | i | i | i | -4 | i
O=C(/C=C/c1ccccc1)NC1CCCc2ccccc21 (centres undefined) | i | -3 | i | -0.1 | i | i | i | i | i | 7 | i
CC(C)CCC1=NN(C(=O)c2ccco2)C(O)(C(F)(F)F)C1 (centres undefined) | i | 11 | i | -0.1 | i | i | i | i | i | 0 | i
CC(C)(C)C(=O)Cn1ncc(N2CCCC2)c(Br)c1=O | i | -3 | i | 1.7 | i | i | i | i | i | 2 | i
CCOC(=O)C(=O)NCC(c1cccs1)S(=O)(=O)c1ccc(Cl)cc1 (centres undefined) | i | -4 | i | 0.3 | i | i | i | i | i | -3 | i
COc1cc(CNn2cnnc2)ccc1OCC(=O)NC(C)(C)C | i | 0 | i | -0.2 | i | i | i | i | i | -14 | i
Cc1nc(-c2ccc(S(=O)(=O)N3CCOCC3)cc2)cs1 | i | -14 | i | -8.9 | i | i | i | i | i | -6 | i
C=CCNC(=O)CSc1nc2ccccc2c(=O)n1CCc1ccc(OC)c(OC)c1 | i | 8 | i | -1.3 | i | i | i | i | i | -1 | i
O=C(NC1CC1)C1=C[C@H](c2csc3ccccc23)C[C@H](OCCCCO)O1 | i | 3 | i | 0.8 | i | i | i | i | i | 1 | i
CC(C)CCn1c(CN2CC(C)OC(C)C2)nc2c1c(=O)n(C)c(=O)n2C (centres undefined) | i | -1 | i | -0.1 | i | i | i | i | i | 0 | i
O=C(CSc1nc2ccccc2o1)Nc1nncs1 | i | -8 | i | 3.5 | i | i | i | i | i | -4 | i
CSc1ncc(C(C)=O)c(C)n1 | i | -1 | i | 0.3 | i | i | i | i | i | 3 | i
Cn1c(CNC(=O)c2ccco2)nnc1SCC(=O)Nc1cccc(Br)c1 | i | -3 | i | 0.0 | i | i | i | i | i | -2 | i
Cc1c(Cl)cccc1-n1ccnc1SCC(=O)O | i | -13 | i | -0.3 | i | i | i | i | i | 0 | i
CCC(C)S(=O)(=O)c1snnc1C (centres undefined) | i | 0 | i | -0.3 | i | i | i | i | i | 0 | i
Cc1cc(C)cc(Oc2nc3ccccn3c(=O)c2/C=C(\C#N)C(=O)NC2CCS(=O)(=O)C2)c1 (centres undefined) | i | 3 | i | -0.9 | i | i | i | i | i | 15 | i
COc1ccc(OCC(=O)C2CC2)c(C#N)c1 | i | -5 | i | 0.9 | i | i | i | i | i | 0 | i
Cc1ccc(-c2ccnc(-c3ccc(O)cc3)n2)cc1 | i | 0 | i | 2.1 | i | i | i | i | i | -4 | i
Cc1cc(NC(=O)c2cnccn2)no1 | i | ? | / | 0.0 | i | i | i | i | / | -1 | /
CCCCC(=O)NC(=S)Nc1cc(C(=O)O)ccc1OC | i | / | i | 0.1 | i | i | i | i | i | 1 | i
O=c1c2ccccc2nc(-c2ccc(Br)cc2)n1Cc1ccccc1 | i | 10 | i | -0.4 | i | i | i | i | i | 8 | i
COc1cccc(/C=N/n2c(C)nc3ccccc3c2=O)c1O | i | 0 | i | 1.2 | i | i | i | i | i | 0 | i
Cc1ccc(C(=O)C2=C(O)C(=O)N(c3ncccn3)C2c2ccc(Br)cc2)o1 (centres undefined) | i | 5 | i | -0.5 | i | i | i | i | i | 2 | i
Cc1cccc(C(=O)NNC(=O)c2c(-c3ccccc3Cl)noc2C)c1O | i | 11 | i | -0.2 | i | i | i | i | i | 3 | i
Cc1cc(C)nc(NS(=O)(=O)c2ccc(NC(=O)c3cccc(N4C(=O)CCC4=O)c3)cc2)n1 | i | -8 | i | -0.3 | i | i | i | i | i | 13 | i

Next section:
SMILES | TRPC6 inhibitor | SKKanGAS inh | MrgX1 antagonist | HIF act | RGS4 act | TRPC6 activator | RGS4 block | TRPC4 inh | MrgX1 agonist | Platelet DG rel | MrgX1 allo act
COc1ccc2nc(NC(=O)C3CCCN(S(=O)(=O)c4cccc5nsnc45)C3)sc2c1 (centres undefined) | i | 32 | i | 0.0 | i | i | i | i | i | -1 | i
N#CC1=C(N)Oc2cc(N)ccc2C1c1cccc(F)c1 (centres undefined) | i | 2 | i | 2.1 | i | i | i | i | i | -5 | i
CCN(CC)c1ccc(C(=O)NN)cc1 | i | -1 | i | -0.2 | i | i | i | i | i | -3 | i
COC(=O)c1ccc(OCC(O)CN2C(=O)NC(C)(C)C2=O)cc1 (centres undefined) | i | -7 | / | -0.1 | i | i | i | i | / | 2 | /
CC1(C(=O)NCCc2c[nH]c3ccccc23)C=CC2(CCCCC2)N1C(=O)c1ccccc1 (centres undefined) | i | -3 | i | 0.1 | i | i | i | i | i | 1 | i
O=C(CCc1nnc2ccc(NCc3ccco3)nn12)Nc1cc(F)ccc1F | i | 0 | i | -0.9 | i | i | i | i | i | -5 | i
Cc1ccc(Cl)cc1NC(=O)COC(=O)Cn1cnc2c1c(=O)n(C)c(=O)n2C | i | -10 | i | -0.4 | i | i | i | i | i | 0 | i
Cc1cc(C)c2nc(-c3ccccn3)cc(C(=O)Nn3cnnc3)c2c1 | i | 7 | i | -0.5 | i | i | i | i | i | 1 | i
COc1cc(C(c2sc3nc(C)nn3c2O)N2CCc3ccccc3C2)cc(OC)c1OC (centres undefined) | i | -1 | i | -0.1 | i | i | i | i | i | -1 | i
Cc1c(N=NC2=C(O)CCCC2=O)c(=O)n(-c2ccccc2)n1C | i | -5 | i | -0.3 | i | i | i | i | i | 6 | i
O=[N+]([O-])c1ccc(-c2nc(Nc3ccc(O)cc3)c3ccccc3n2)cc1 | i | 18 | i | 1.1 | i | i | i | i | i | 0 | i
COc1ccc(NC(=O)c2cc(-c3ccc4c(c3)OCO4)on2)cc1 | i | -2 | i | 0.6 | i | i | i | i | i | -21 | i
CCOC(=O)CC(N)c1cccc([N+](=O)[O-])c1 (centres undefined) | i | 0 | i | 0.2 | i | i | i | i | i | 8 | i
CCN(CC)C(=O)Cn1cc(S(=O)(=O)CC(=O)NCc2ccc3c(c2)OCO3)c2ccccc21 | i | 5 | i | / | i | i | i | i | i | -1 | i
CCCCOc1ccc(CSc2nncn2N)cc1 | i | -7 | i | 0.7 | i | i | i | i | i | -1 | i
CC1(NC(=O)N2CCOCC2)CCS(=O)(=O)C1 (centres undefined) | i | 2 | i | / | i | i | i | i | i | 5 | i
CCNc1c(NC(C)=O)c(=O)oc2ccccc12 | i | -4 | i | 0.1 | i | i | i | i | i | 1 | i
CCOC(=O)N1CCC(NC(=O)C(NS(=O)(=O)c2ccc3c(c2)CCN3C(=O)CC)C(C)C)CC1 (centres undefined) | i | -17 | i | -0.2 | i | i | i | i | i | -2 | i
Cc1ccc(C(=O)N/N=C/C2=Cc3ccccc3OC2C)cc1 (centres undefined) | i | -4 | i | 0.8 | i | i | i | i | i | 22 | i
CC(C)CNS(=O)(=O)c1ccc(NC(=O)Cn2nc(-c3ccc(F)cc3)ccc2=O)cc1 | i | -12 | i | 1.0 | i | i | i | i | i | -22 | i
CCOc1ccccc1N1CCN(C(=O)c2cccs2)CC1 | i | -1 | i | -0.4 | i | i | i | i | i | 0 | i
O=C1[C@H]2[C@@H](C(=O)N1c1cc(Cl)cc(Cl)c1)[C@]1(C(=O)Nc3ccccc31)N1CCC[C@@H]21 | i | -6 | i | -0.2 | i | i | 5.2* | i | i | 5 | i
C/C(Cl)=C/CSc1nnc2n(N)c(=O)c3ccccc3n12 | i | -7 | i | -0.4 | i | i | i | i | i | -7 | i
O=C(CC1C(=O)NCCN1Cc1cccc(Oc2ccccc2)c1)NCCc1ccncc1 (centres undefined) | i | -14 | i | -0.1 | i | i | i | i | i | 25 | i
S=c1[nH]nc(-c2ccncc2)n1/N=C/c1cn(-c2ccccc2)nc1-c1ccc(Cl)cc1 | i | 10 | i | 0.2 | i | i | i | i | i | 26 | i

Continued.
SMILES | TRPC6 inhibitor | SKKanGAS inh | MrgX1 antagonist | HIF act | RGS4 act | TRPC6 activator | RGS4 block | TRPC4 inh | MrgX1 agonist | Platelet DG rel | MrgX1 allo act
COc1ccc(CCn2c(C(C)C)nc3c(c(=O)c4ccccc4n3C)c2=O)cc1 | i | / | i | -0.4 | i | i | i | i | i | 1 | i
C=CCOc1cccc(C2/C(=C(/O)c3ccc4c(c3)CC(C)O4)C(=O)C(=O)N2CCN2CCOCC2)c1 (centres undefined) | i | -1 | i | 0.0 | i | i | i | i | i | -24 | i
CCOC(=O)C1CCCCN1Cc1ccccc1C(F)(F)F (centres undefined) | i | 3 | i | -0.3 | i | i | i | i | i | 21 | i
Nc1nc2nn(-c3ccccc3)nc2c(=O)[nH]1 | i | 7 | i | -0.4 | i | i | i | i | i | 0 | i
CN(C)C=NC(=O)c1cc(C(=O)c2ccccc2Cl)c[nH]1 | i | -8 | i | 0.7 | i | i | i | i | i | 10 | i
COc1ccc(Br)cc1C(=O)Nc1cccc(C)c1C | i | 5 | i | -0.3 | i | i | i | i | i | -1 | i
COCCCN(C(=O)c1cccnc1SC)c1c(N)n(Cc2ccccc2)c(=O)[nH]c1=O | i | 7 | i | 0.4 | i | i | i | i | i | -9 | i
O=C(CN(c1ccc(F)cc1)S(=O)(=O)c1ccc2c(c1)OCCO2)Nc1cccnc1 | i | 6 | i | 0.0 | i | i | i | i | 40* | -12 | i
Cc1sc2nc(SCC(=O)N3CCN(CCO)CC3)n(-c3ccccc3)c(=O)c2c1C | i | -5 | i | 0.2 | i | i | i | i | i | -5 | i
CC(NC(=O)C(Cc1ccccc1)N1C(=O)C2C3CCC(C3)C2C1=O)c1ccccc1 (centres undefined) | i | 2 | i | -0.6 | i | i | i | i | i | 3 | i
O=C(NCCC1=CCCCC1)NC12CC3CC(CC(C3)C1)C2 | i | 15 | i | 2.8 | i | i | i | i | i | 3 | i

High-throughput results (PubChem BioAssay)
